Bioassay records from PubChem.
PglD DTNB: C. jejuni PglD acetyltransferase inhibitors, primary screen, biochemical, DTNB colorimetric, single point. UDP-N-acetylbacillosamine N-acetyltransferase PglD (Campylobacter jejuni). purified PglD enzyme, DTNB colorimetric CoA detection. inhibition, % at 12.5 µM. 360,000 tested, 0.098% active; in the data active = inhibition above about 16%, passing the limit was not always enough; inconclusive = no clear call, values can overlap the other calls; also: strong numbers were not always called active
miR122 inh: miR-122 Renilla sensor signal increase in Huh7, primary screen, miR-122 inhibitor project, cell-based, single point, plate reader; Huh7 miR-122 Renilla luciferase sensor, 48 h; neutral wells = 0, positive control = 100; activation (reporter increase), % at 12.5 µM; 340,000 tested, 0.3% active;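 active = mean replicate activation score at least 90 and every replicate individually at or above 90; inconclusive = only one of the two criteria met; inactive = neither criterion met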;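 also: higher luciferase means less miR-122 activity so hits act as miR-122 inhibitors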
FN deposit inh: inhibitors of fibronectin matrix deposition, primary screen, AH1F cells, Alexa488-fibronectin fluorescence, plate reader. AID 743247, 2014. inhibition, % at 12.6 µM. AH1F fibroblasts, overnight. 350,000 tested, 0.086% active;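 active = mean inhibition across replicates of 30% or more, regardless of how many single replicates reach that level; inconclusive = mean under 30% yet at least half of replicates reach 30%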;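 also: positive control wells lacked labelled fibronectin entirely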
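Measured by – fluorescence 485/525 nm · System – AH1F fibroblast monolayer, labelled fibronectin deposition · Amount – 10000 cells per well · Buffer or medium – serum-reduced DMEM (2% serum) · Doses – single dose, pinned · Also added – fluorescent fibronectin at 24 nM final · Schedule – 1 h cell attachment, overnight exposure to compound and label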
Cneo AK release: Cryptococcus neoformans cell lysis inducers, primary screen, AK release luminescence, single concentration. C. neoformans lysis, adenylate kinase release luminescence, 4 h; normalised: neutral wells 0, clomiphene wells 100. AID 651654, 2012. lysis activity, % at 15 µM. 360,000 tested, 0.2% active;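 active = mean lysis activity across replicates of at least 80%, whatever share of replicates individually reach that level; inactive = mean lysis activity below 80%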
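Signal: Adenylate kinase release luminescence | Assay system: Log-phase Cryptococcus neoformans yeast cells | Input: Cells at 5 × 10^6 per mL | Buffer or medium: Fresh YPD growth medium | Compound: Single dose | Schedule: Static 4 h at 37 °C with compound, 1 h detection | Controls: Clomiphene | Read-out: Luminescence rise reflecting yeast cell lysis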
CFTR F508del cor: F508del CFTR correction, initial screen, CFBE line, single point; CFBE cells, YFP halide quenching; stimulated with forskolin plus potentiator P3; % fluorescence drop versus neutral controls; activity (quench increase), % at 7.58 µM; 350,000 tested, 0.36% active;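 active = mean added fluorescence quench of at least 8% versus neutral control, with both replicates also reaching 8%; inconclusive = only one of the mean or replicate conditions met; inactive = mean below 8% and not both replicates reaching 8%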;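 also: cells transiently co-express mutant CFTR-F508del with the halide-sensitive YFP; corrector assay measuring rescue of mutant channel to the surface after 24 h compound exposure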
GSIS activator: GLuc luminescence reporter in INS-1E cells, primary screen for activators of glucose-dependent secretion of insulin; INS-1E GLuc reporter insulin secretion, 2-3 h; 370,000 tested, 0.61% active; activation, % at 16.6 µM; AID 743287, 2014;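 active = lowest replicate activation of at least 40%, so every replicate reaches that level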;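 also: 0% = median of neutral control wells and 100% = median of IBMX positive control wells; some compounds called inactive have numbers as strong as hits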
PGC1a acetyl inh: inhibitors of PGC1a acetylation signal, primary screen, cell-based, U2OS, AlphaScreen, inhibitor mode; AlphaScreen anti-acetyl-lysine; with virally co-expressed GCN5 acetyltransferase; inhibition, % at 15.6 µM; 350,000 tested, 0.17% active; AID 651687, 2012;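 active = every replicate shows inhibition of at least 40%; inconclusive = mean inhibition at least 40% but some replicate below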;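 also: 0% = neutral control wells and 100% = positive control wells; some results beyond the cut were filed as inactive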
Statin myotox sup: suppressors of statin myotoxicity in C2C12 myotubes, primary screen, cell-based, single point, plate reader | C2C12 myotubes + simvastatin, ATP luminescence, 48 h; scaled: DMSO 0, geranylgeraniol control 100 | rescue of ATP level, % at 7.49 µM | 330,000 tested, 0.78% active;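 active = mean ATP rescue above about 67%, or every replicate alone reaching that limit, limit read from the data, passing the limit was not always enough; inconclusive = no clear call, values can overlap the other calls; inactive = mean under the limit and some replicate under it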;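 also: myotubes were challenged with 10 µM simvastatin during compound exposure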
Active calls of the source: *; ? = inconclusive; . = not tested or not shown; & = joins results of further samples; [ ] = dose if it differs, or a comment.

SMILES	PglD DTNB	miR122 inh	FN deposit inh	Cneo AK release	CFTR F508del cor	GSIS activator	PGC1a acetyl inh	Statin myotox sup
CC(=O)Nc1ccc(Nc2nc(C(F)(F)F)nc3c2nnn3Cc2ccccc2Cl)cc1	-6	5	-11	6	?	-12	-9	8
NS(=O)(=O)c1ccc(NC(=O)COC(=O)c2cc3ccccc3oc2=O)cc1	-2	1	-13	0	-0.6	-24	-16	1
O=C(c1cccs1)N(c1ccc(F)cc1)C1C=CS(=O)(=O)C1 (stereo unspecified)	-5	0	0	2	-4.0	-3	-8	-8
COc1ccc(C)cc1NC(=O)CNc1ccc(C(C)=O)cc1	.	2	0	.	.	5	.	-6
O=C(CSc1nnc2ccc(-c3ccc(F)cc3)nn12)N1CCCC1	.	.	6	.	-2.4	12	16	.
O=C(c1cnc(Cc2c[nH]c3ccccc23)c(I)c1)N1CCN(Cc2ccccc2)CC1	5	4	-2	0	0.0	-35	.	-1
CC1(C)CC(=O)C=C(C#CC2(O)CCCCC2)C1	-3	-1	14	-2	-7.9	-9	36	15
CC/C(=C/c1ccccc1)c1cccc2[nH]c3c(OC)cccc3c12	4	.	0	-18	3.4	1	.	8
CC(C)(C)OC(=O)N[C@@H](Cc1ccccc1)c1nnc(SCC(=O)O)o1	1	-6	-9	1	.	-20	9	-10
Cc1ccc(S(=O)(=O)Nc2ccc3c(c2)C(=O)N([C@@H](C)CO)C[C@@H](C)[C@@H](CN(C)C(=O)Nc2ccc(F)cc2)OCCCC[C@H](C)O3)cc1	-3	12[16.7 µM]	4	-3	2.4	-6	8	.
Cc1cc(NC(=O)CCC(=O)N(CC(=O)NC2CCCC2)Cc2cccs2)no1	.	4	2	.	.	6	-3	-5
CC(C)NC(=O)N(C)C[C@@H]1Oc2cc(C#CC(C)(C)O)ccc2S(=O)(=O)N([C@H](C)CO)C[C@@H]1C	-1	-4[16.7 µM]	-3	-3	-1.6	18	23	4

Some values from above:
Under PglD DTNB, Cc1ccc(S(=O)(=O)Nc2ccc3c(c2)C(=O)N([C@@H](C)CO)C[C@@H](C)[C@@H](CN(C)C(=O)Nc2ccc(F)cc2)OCCCC[C@H](C)O3)cc1 is entered as -3
Under GSIS activator, CC1(C)CC(=O)C=C(C#CC2(O)CCCCC2)C1 is entered as -9

Additional structures follow:
SMILES	PglD DTNB	miR122 inh	FN deposit inh	Cneo AK release	CFTR F508del cor	GSIS activator	PGC1a acetyl inh	Statin myotox sup
CNC[C@H]1OCCCC[C@@H](C)Oc2ccc(NC(=O)Nc3ccc(OC)cc3)cc2C(=O)N([C@@H](C)CO)C[C@H]1C	-4	2[16.7 µM]	-6	0	-1.6	11	4	26
CC(=O)Nc1ccc(Nc2nc(C)nc3c2nnn3Cc2ccccc2Cl)cc1	1	26	14	-1	0.2	-7	2	-4
C[C@H]1CCCCO[C@H](CN(C)C(=O)Cc2ccccc2)[C@@H](C)CN([C@@H](C)CO)C(=O)c2cc(NC(=O)Cc3ccccc3)ccc2O1	3	1[16.7 µM]	-1	-5	0.5	-32	4	-50
CCOc1ccccc1C1NC(=O)NC(C)=C1C(=O)OC1CCCC1C (stereo unspecified)	.	-2	.	0	.	.	7	-3
CCOc1cc(/C=C2/N=C(c3ccc4c(c3)OCO4)OC2=O)ccc1OC(C)=O	4	.	-7	0	-0.1	3	.	-7
CCOC(=O)c1cc(S(=O)(=O)NCc2ccco2)cn1C	-1	9	4	3	0.3	14	-4	1
Cc1ccccc1-c1cnc2c(c1)C(=O)N([C@H](C)CO)C[C@@H](C)[C@H](CN(C)CC1CCOCC1)O2	-3	-1[16.7 µM]	.	48	-0.3	18	6	11
CCc1ccccc1NC(=O)NNC(=O)CCc1ccccc1	0	-1	-8	4	2.1	-11	0	4
CCCc1cc(=O)oc2cc(OCC(=O)NCCCn3ccnc3)c(Cl)cc12	-1	-5	-10	1	-0.2	19	-1	10
CN1CCCN(C(=O)c2ccc(Cl)cc2)CC1	-7	0	0	1	1.4	-2	-8	2
COc1ccc(/C=N/NC(=O)c2ccc(Cl)c(S(N)(=O)=O)c2)cc1OCC(N)=O	-1	1	-15	-8	3.0	0	1	28
O=C(Nc1ccc(F)c(F)c1)c1ccc(F)c(S(=O)(=O)N2CCC3(CC2)OCCO3)c1	.	.	12	.	-1.1	3	-16	.
C/C=C/c1ccc(OCC(O)CN2CCCCCCC2)c(OC)c1 (stereo unspecified)	-3	12	5	1	2.3	-14	13	-4
CCC(=O)N(C)C[C@H]1Oc2cc(C#CC(C)(C)O)ccc2S(=O)(=O)N([C@@H](C)CO)C[C@@H]1C	-1	2[16.7 µM]	-12	98*	-0.7	1	-3	-13
COc1cc(C(=O)N2CCSCC2)ccc1OC1CCN(C(C)=O)CC1	-4	-2	2	14	-0.8	-10	3	-3
c1ccc(-c2ccccc2OCCN2CCCC2)cc1	-8	5	0	-1	1.3	6	7	-6
Cn1c(SCC(=O)Nc2nnc(-c3ccccc3)o2)nnc1C1CC1	2	.	.	-3	-3.2	13	.	6
C[C@@H]1CN([C@H](C)CO)C(=O)c2cccc(NC(=O)C3CCOCC3)c2O[C@@H]1CN(C)S(=O)(=O)c1ccc(Cl)cc1	0	0[16.7 µM]	.	2	2.1	10	-2	-2
C[C@@H]1CCCCO[C@H](CN(C)S(=O)(=O)c2ccc(Cl)cc2)[C@@H](C)CN([C@@H](C)CO)C(=O)c2cc(NS(=O)(=O)c3cccs3)ccc2O1	-4	34[16.7 µM]	-3	-4	-1.9	2	-4	.
Cn1c(/C(C#N)=C(\O)c2ccc(Cl)s2)nc2ccccc21	0	12	11	-9	1.0	6	1	-9
O=C(NC1CC2CCC1C2)c1ccco1 (stereo unspecified)	-4	.	-5	0	-0.1	3	.	3
C=CCC1(CC=C)CCCN1C(=O)C1CCC(=O)N(CCc2ccc(OC)cc2)C1 (stereo unspecified)	-2	6	5	-7	0.6	-23	-3	-18
CCOC(=O)N1CCC(c2nc3ccccc3[nH]2)CC1	-3	-13	.	-2	.	.	17	11
CCOC(=O)n1c(=O)oc2ccccc21	8	0	-10	2	-1.5	9	-7	-7
CO[C@@H]1CN(C)C(=O)c2ccc(NC(=O)Nc3cccc(F)c3)cc2OC[C@@H](C)N(C(=O)C2CC2)C[C@@H]1C	.	13[16.7 µM]	12	.	-0.8	-30	-9	-2
COc1cccc(-c2cnc3c(NC=O)cc(-c4ccoc4)cn23)c1	11	5	-2	1	-1.2	0	8	8
COc1ccccc1N1CCN(C(c2cccs2)C(C)NC(=O)C(=O)N2CCOCC2)CC1 (stereo unspecified)	1	0	6	-2	-1.4	8	-3	12
O=C1CCC(C(=O)OC(C(=O)c2c[nH]c3ccccc23)c2ccccc2)=NN1 (stereo unspecified)	7	12	-2	-1	1.8	-6	8	-17
COCC#Cc1ccc2c(c1)O[C@H](CN(C)S(=O)(=O)c1ccc(F)cc1)[C@H](C)CN([C@H](C)CO)S2(=O)=O	-2	15[16.7 µM]	.	-1	1.4	-27	-3	-9
O=[N+]([O-])c1ccccc1CS(=O)(=O)c1ccccc1	-3	.	-3	-6	-3.0	12	.	1
COc1ccc(NC(=O)C2(C)CCCN(C(C)C)C2)cc1F (stereo unspecified)	-1	4	.	0	-1.9	0	-5	3
CN(C)c1ccc(CN(C(=O)c2ccc(Cl)c([N+](=O)[O-])c2)C2CCS(=O)(=O)C2)cc1 (stereo unspecified)	.	.	-4	.	-0.7	10	-16	-13
O=C(/C=C/c1cccs1)NC(=S)Nc1ccc(S(=O)(=O)Nc2ccccc2C(F)(F)F)cc1	-2	-7	10	-2	1.2	-7	-4	38
CCOC(=O)C1=C(C)OC(N)=C(C#N)C1c1cc(Cl)c(OCC(N)=O)c(OC)c1 (stereo unspecified)	-1	-3	0	-2	.	.	-2	15
Cc1cc(N2CCc3ccccc32)n2ncnc2n1	.	0	3	-4	.	.	0	14
C[C@H](CO)N1C[C@H](C)[C@@H](CN(C)Cc2ccc(Oc3ccccc3)cc2)Oc2c(NC(=O)c3ccncc3)cccc2C1=O	-2&4	111*[16.7 µM]	7&-1	-3&2	2.0&0.9	-42	-2&-7	7&-4
CC1(C(=O)NS(=O)(=O)c2cccc(F)c2)CCN1C(=O)CC1CCCCC1 (stereo unspecified)	1	3	-1	-1	-0.4	6	10	36
CCc1nnc(NS(=O)(=O)c2ccc(N/C=C/C(=O)c3ccc(C)cc3)cc2)s1	1	3	-3	0	.	-4	.	-4
CCc1nnc(NS(=O)(=O)c2ccccc2)s1	0	-1	5	0	-0.2	5	-31	2
CCc1nnc(NC(=O)CSc2nc3cc(OC)ccc3cc2C)s1	.	.	0	.	-2.2	11	-12	.
CCCc1cnc(N2CCN(C(=O)c3ccccc3)CC2)nc1	-8	-4	3	-1	0.0	5	0	-1
N#Cc1cccc2c1-c1ccccc1/C2=N/NC(N)=O	-2	-13	.	0	.	.	20	10
Cc1ccc(S(=O)(=O)N(C)C[C@@H]2OCCCC[C@H](C)Oc3ccc(NS(=O)(=O)c4ccc(F)cc4)cc3C(=O)N([C@H](C)CO)C[C@H]2C)cc1	-1	-14[16.7 µM]	-5	2	-2.8	-21	4	1
O=C(c1cccc(Cl)c1)N1CCCC(C(=O)N2CCCCCC2)C1 (stereo unspecified)	6	-13	4	4	.	.	7	-1
CC(C)NC(=O)N1[C@@H]2CNC[C@H]1C2c1ccc(-c2cccc(C#N)c2)cc1 (stereo partly specified)	.	.	-5&-8	.	2.2&-0.3	-5&-10	4&5	.
C[C@@H]1CN([C@H](C)CO)S(=O)(=O)c2ccc(Br)cc2O[C@H]1CN(C)Cc1ccccn1	1	13[16.7 µM]	-15	-3	-0.6	13	-32	.
CN(Cc1ccc(Cl)cc1)C(=O)c1[nH]c(C(F)(F)F)nc1-c1ccccc1	3	3	-4	-3	-0.1	-7	-1	2
FC(F)(F)c1ccccc1N/N=C/c1cccnc1	-26	-2	-9	6	-0.1	0	13	-3
NS(=O)(=O)c1ccc(NC(=S)NC(=O)c2ccc(-c3ccccc3)cc2)cc1	-4	-1	-9	3	4.6	4	5	.
COc1cccc(CN2CCCCN3[C@H](CO)[C@H](c4ccc(-c5cccc(C#N)c5)cc4)[C@@H]3C2)c1	5	8[16.7 µM]	.	1	-0.4	-9	-12	-9
C[C@H]1CN([C@@H](C)CO)C(=O)c2c(c3ccccc3n2C)-c2ccccc2CO[C@@H]1CN(C)C(=O)Nc1cccc(F)c1	0	.	-5	0	-4.6	-25	-9	.
CCCC(=O)Nc1ccc(C2C(=O)c3ccccc3C2=O)cc1	-5	-1	5	0	2.8	-8	9	7
CCS(=O)(=O)N1CCCC(C(=O)NCCc2ccc(OC)c(OC)c2)C1 (stereo unspecified)	7	-8	.	-2	.	.	-6	127*
